Screens deposited in PubChem by several laboratories.
NR2E3 ag-1: agonists of human NR2E3 nuclear receptor. Q9Y5X4. CHO-S Gal4-NCOR/VP16-NR2E3 two-hybrid, luciferase. inhibition of corepressor binding, % at 3.98 µM. 0.35% of 360,000 active. AID 602229;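 active = inhibition above the mean of all tested compounds plus 3 SD, cut at about 70% in these data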;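 also: 0% = DMSO with NR2E3 transfected cells and 100% = cells lacking NR2E3 construct; higher means lower luciferase signal from less NR2E3 corepressor binding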
Target sequence (Q9Y5X4 whole entry, looked up, the tested form may be a part): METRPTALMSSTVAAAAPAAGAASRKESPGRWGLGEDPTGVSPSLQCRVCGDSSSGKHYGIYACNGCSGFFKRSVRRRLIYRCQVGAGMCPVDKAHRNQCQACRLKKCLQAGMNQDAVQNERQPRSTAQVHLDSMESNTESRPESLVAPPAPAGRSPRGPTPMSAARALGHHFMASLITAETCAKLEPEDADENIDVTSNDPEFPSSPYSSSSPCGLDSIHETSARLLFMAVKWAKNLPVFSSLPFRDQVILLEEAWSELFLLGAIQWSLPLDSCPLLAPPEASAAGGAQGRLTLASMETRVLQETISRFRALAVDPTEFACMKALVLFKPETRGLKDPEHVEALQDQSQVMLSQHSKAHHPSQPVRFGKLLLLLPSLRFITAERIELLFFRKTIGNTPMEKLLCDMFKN
CaV13 FRET inh: Disruptors of the CACNA1D IQ motif to Ca2+-dependent inactivation inhibitor domain association, primary screening, Förster resonance energy transfer in intact living …; HEK cells, CFP/YFP FRET ICDI-IQ, plate reader, 10 min; percent FRET-ratio fall versus neutral wells; inhibition, % at 12.3 µM; 0.098% of 340,000 active;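 active = mean replicate inhibition of at least 30% and at least 1% of replicates passing that level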;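 also: 0% = median of the neutral control wells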
KKLEB cytotox: counter-screen for CF NF-kB inhibitors: cytotoxicity; 0.36% of 360,000 active; AID 602141; activity change (cytotoxicity), % at 5 µM; KKLEB CF airway cells viability, ATPlite luminescence, overnight; hits give low values; cells stimulated with P. aeruginosa culture filtrate;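 active = corrected activity change at or below -50% at 5 µM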
Peg3 prom inh: Peg3 promoter activity inhibition; HeLa PEG-Prom luciferase reporter, luminescence, overnight; inhibition, % at 20 µM; 1.7% of 360,000 active; AID 588405;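 active = inhibition of at least 50% at 20 µM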
Vif inh: inhibitors of HIV Vif; 0.35% of 340,000 active; HEK293T cells, Vif self-association by quenched fluorescence, imaging, 24 h; inhibition, % at 7.49 µM; in the data active = inhibition above about 50%, passing the limit was not always enough; also: some results filed as inactive read as strong as hits
PDI inh: inhibitors of human protein disulfide isomerase. inhibition, % at 10 µM. 0.052% of 350,000 active. PDI insulin aggregation turbidity, A650, 90 min. P07237;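 active = mean inhibition across replicates of 30% or more, whatever share of single replicates reach that level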;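 also: absorbance from insulin aggregation driven by PDI reduction with DTT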
Target sequence (P07237 whole entry, looked up): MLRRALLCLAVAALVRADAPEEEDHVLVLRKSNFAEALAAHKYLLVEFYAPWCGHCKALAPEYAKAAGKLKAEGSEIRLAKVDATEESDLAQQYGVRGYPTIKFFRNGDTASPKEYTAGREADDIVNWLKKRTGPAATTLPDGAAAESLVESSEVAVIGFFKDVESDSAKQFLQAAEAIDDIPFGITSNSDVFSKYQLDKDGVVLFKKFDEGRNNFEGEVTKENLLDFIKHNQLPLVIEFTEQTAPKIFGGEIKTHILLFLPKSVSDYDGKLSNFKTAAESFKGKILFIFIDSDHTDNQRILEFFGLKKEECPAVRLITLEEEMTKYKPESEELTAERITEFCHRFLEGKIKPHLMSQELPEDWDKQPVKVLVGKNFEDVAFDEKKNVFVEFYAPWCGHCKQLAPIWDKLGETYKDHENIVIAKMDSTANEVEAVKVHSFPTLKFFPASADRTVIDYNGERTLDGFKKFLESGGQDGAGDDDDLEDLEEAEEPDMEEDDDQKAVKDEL
Shn3 inh set2: inhibitors of Schnurri-3 3'UTR reporter in osteoblasts; Clone20 osteoblast Shn3 3'UTR firefly luciferase, 24 h; inhibition, % at 12.5 µM; 0.52% of 360,000 active;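 active = mean inhibition of at least 75% with every replicate also reaching 75%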;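 also: 0% = median of neutral control wells and 100% = pilot-screen positive control compound; some compounds past the cut are filed as inactive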
HIF-2a inh: inhibitors of HIF-2a; inhibition, % at 18.8 µM; 786-0 RCC cells HIF-2a reporter, luciferase luminescence, overnight; 0.72% of 360,000 active;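 active = inhibition of the luminescence signal of 40% or more relative to plate controls, in a single-dose primary screen at 18.75 µM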
NR2E3 ag-2: agonists of human nuclear receptor NR2E3; Q9Y5X4; GST-NR2E3/biotin-RetCOR TR-FRET, 1536-well; inhibition of corepressor binding, % at 4.78 µM; 0.12% of 320,000 active; AID 2300;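 active = percent inhibition above the cutoff of mean plus 3 SD of all tested compounds, set per screening campaign, cut at about 20% in these data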;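 also: 0% = DMSO wells and 100% = biotin wells as full block of FRET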
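Material: NR2E3–RetCOR corepressor complex | Quantity: 1.35 nM GST-tagged NR2E3 final | Schedule: 5 h at 4 °C | Replication: Singlicate compound wells | Reagent: RetCOR corepressor, biotinylated, 7 nM | Controls: Biotin wells as high control, 0.6% DMSO wells as low control | Signal: TR-FRET, Eu(K)-anti-GST donor, streptavidin-D2 acceptor, ex 340, em 617/671 nm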
CF NFkB inh: inhibitors of cystic fibrosis induced NF-kB; KKLEB NF-kB-GFP reporter, PAF-induced, GFP fluorescence overnight; inhibition, % at 5 µM; 0.86% of 360,000 active;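 active = at least 50% inhibition at 5 µM, scaled per plate between neutral and stimulator controls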;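 also: PAF is a Pseudomonas aeruginosa culture filtrate used as stimulus; plate controls were PAF-stimulated DMSO wells for no effect and unstimulated DMSO wells for full effect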
TRPM1 prom inh: MITF TRPM1 promoter inhibition in SK-MEL-5 cells; SK-MEL-5 TRPM1 promoter luciferase, 24 h; inhibition, % at 12.5 µM; 0.83% of 330,000 active;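 active = mean inhibition across replicates of 60% or more, whatever share of single replicates reaches that level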; also: values of inactives mirror those of a sister screen read the other way
* marks the source's active call; other numbers are inactive results; x = no result given.

SMILES | NR2E3 ag-1 | CaV13 FRET inh | KKLEB cytotox | Peg3 prom inh | Vif inh | PDI inh | Shn3 inh set2 | HIF-2a inh | NR2E3 ag-2 | CF NFkB inh | TRPM1 prom inh
O=C1CC(N(O)c2ccccc2)C(=O)N1Cc1ccccc1 (stereo not drawn) | 11 | -6 | -1 | -4 | -1 | 14 | 13 | -2 | -5 | 0 | 0
OC(CNCC1CCCO1)Cn1c2ccccc2c2ccccc21 (stereo not drawn) | 20 | -7 | -9 | -4 | 2 | 15 | 6 | 2 | 1 | 15 | -11
Cc1cc(O)c(C(C)C)cc1NC(=O)Nc1ccc([N+](=O)[O-])cc1 | -17 | -6 | -6 | -22 | -6 | 3 | 28 | -74 | x | 10 | -16
CCCn1c(SCc2ccc(Cl)cc2)nc2c1c(=O)[nH]c(=O)n2C | -9 | 0 | -7 | 21 | 2 | 11 | -1 | 25 | 4 | 9 | -1
O=C(Nc1ccc2ccccc2c1)NC1CCS(=O)(=O)C1 (stereo not drawn) | -19 | 5 | 2 | -36 | -2 | -5 | -10 | -61 | 1 | 1 | -5
COc1ccc(OC)c(C(O)c2nc3ccccc3n2C(C)C)c1 (stereo not drawn) | -8 | -4 | 5 | 7 | 21 | 30 | 10 | 12 | 0 | -3 | 3
CSc1ccccc1C(=O)OCC(=O)Nc1c(C)n(C)n(-c2ccccc2)c1=O | 9 | -10 | -14 | -8 | 3 | 4 | 12 | 7 | x | 10 | x
CCOC(=O)c1nc(Nc2ccc(Nc3ccccc3)cc2)c2ccccc2n1 | -11 | 3 | 5 | 44 | -19 | -5 | 4 | -42 | x | -22 | -9
CCC(CC)C(=O)Nc1ccc(Cl)c(Cl)c1 | -17 | -1 | -4 | 5 | 2 | 2 | 7 | 15 | -1 | 12 | -8
CN(C)c1ccc(/C=C/C=N/Nc2nc(N3CCOCC3)nc(N3CCOCC3)n2)cc1 | -23 | -65 | -3 | 8 | 19 | -2 | 18 | 12 | -6 | -24 | 2
COc1ccc(NC(=O)CSc2nc3ccccc3nc2N2CCOCC2)c(OC)c1 | -20 | -3 | -13 | 11 | 0 | x | 8 | 12 | -4 | 8 | x
CCOC(=O)C1=C(C)NC(SCC(=O)O)=C(C#N)C1c1ccco1 (stereo not drawn) | 3 | -5 | -7 | 14 | 0 | -4 | -20 | 4 | 1 | -2 | -3
COc1ccccc1NC(=O)COC(=O)c1ccc2c(c1)nc(C)n2-c1ccccc1 | -23 | -5 | 8 | -37 | -3 | 8 | -8 | -41 | 0 | -8 | -19
c1ccc(C2c3[nH]c4ccccc4c3CCN2Cc2cccn2-c2cccnc2)nc1 (stereo not drawn) | 65 | -6 | 9 | 3 | 8 | -2 | 19 | -32 | 2 | -12 | 12
CCOC(=O)C1CCN(S(=O)(=O)c2c(C)noc2C)CC1 | -11 | -7 | -5 | 15 | 1 | -1 | -1 | 7 | 1 | 11 | -4
O=C1CCCN1c1ccc(S(=O)(=O)NCc2ccco2)cc1 | -24 | -5 | -13 | 0 | -3 | -7 | 3 | 4 | -3 | -7 | -2
CC1CN(C(=O)/C=C/c2ccc([N+](=O)[O-])s2)CC(C)O1 (stereo not drawn) | -13 | -5 | -8 | 11 | 3 | -2 | -12 | -9 | 0 | -5 | 44
Cc1ccc(C(=O)N2CC(=O)NC(=O)C2)cc1 | 7 | -3 | -10 | 8 | 1 | -2 | 0 | 22 | -3 | 0 | -4
N#CCCN(Cc1cccnc1)C(=S)Nc1ccc(OC(F)F)cc1 | -6 | 0 | 4 | 7 | -4 | 12 | -11 | 15 | 1 | 0 | 7
CC1(C(=O)NS(=O)(=O)c2ccc(Cl)s2)CCN1C(=O)C1(c2ccccc2)CCCC1 (stereo not drawn) | 30 | -4 | -4 | -17 | 6 | -4 | -5 | 13 | x | -13 | x
O=C(Cn1c(C(F)(F)F)nc2ccccc21)N/N=C/c1ccco1 | -9 | -5 | -10 | 18 | -1 | 2 | 0 | 18 | 1 | 18 | -13
COc1ccc(CCNC(=O)Cn2c(=O)n(-c3ccc(C)c(F)c3)c(=O)c3sccc32)cc1OC | 0 | -5 | -8 | 22 | x | -2 | -39 | -12 | 0 | 2 | 11
C=C(C)CSc1nnc([C@@H]2CCCN2)o1 | -18 | 3 | -15 | 2 | 4 | 8 | 1 | 1 | 0 | 11 | -1
C=CCC[C@@H](Cc1ccc(F)cc1)C(=O)OCCNC(=O)[C@@H](CC=C)CC(=O)N[C@@H](CO)Cc1ccccc1 | -6 | -6 | 19 | -2 | -8 | 6 | -13 | -3 | x | -17 | -2
CC(C)=CCN1CCN(Cc2cccc3c2OCO3)CC1CCO (stereo not drawn) | -13 | -3 | 0 | 4 | -4 | 3 | 5 | 0 | 0 | 10 | -6

Grouped by structure: the compounds so far containing an NH in an aromatic ring (two)
SMILES | NR2E3 ag-1 | CaV13 FRET inh | KKLEB cytotox | Peg3 prom inh | Vif inh | PDI inh | Shn3 inh set2 | HIF-2a inh | NR2E3 ag-2 | CF NFkB inh | TRPM1 prom inh
CCCn1c(SCc2ccc(Cl)cc2)nc2c1c(=O)[nH]c(=O)n2C | -9 | 0 | -7 | 21 | 2 | 11 | -1 | 25 | 4 | 9 | -1
c1ccc(C2c3[nH]c4ccccc4c3CCN2Cc2cccn2-c2cccnc2)nc1 (stereo not drawn) | 65 | -6 | 9 | 3 | 8 | -2 | 19 | -32 | 2 | -12 | 12

Next results.
SMILES | NR2E3 ag-1 | CaV13 FRET inh | KKLEB cytotox | Peg3 prom inh | Vif inh | PDI inh | Shn3 inh set2 | HIF-2a inh | NR2E3 ag-2 | CF NFkB inh | TRPM1 prom inh
Cc1cc2nn(-c3ccc(F)cc3)nc2cc1N | -129 | -20 | 1 | -241 | 3 | 6 | -31 | -106 | 0 | -4 | -16
CCOC(=O)Cc1nnc(NC(=O)C(CC)Sc2nncn2C)s1 (stereo not drawn) | -10 | -8 | -3 | 6 | x | -13 | 7 | 9 | 4 | -2 | x
CCOc1ccc(S(=O)(=O)Nc2ccc(C(=O)NCC(c3ccccc3)N(C)C)cc2)cc1 (stereo not drawn) | 13 | -6 | -5 | -5 | -6 | 4 | 8 | -4 | 2 | 3 | -9
COc1ccc(/C=N/NC(=O)Nc2cccc3nsnc23)cc1 | 0 | -4 | -6 | 4 | 3 | 5 | 25 | -10 | -1 | 4 | -43
Nc1ncnc2c1nc(-c1ccccc1)n2C1OC(CO)C(O)C1O (stereo not drawn) | 7 | -5 | 2 | -2 | 1 | x | 13 | 10 | x | 5 | x
CCCCNc1c([N+](=O)[O-])cc(C(=O)O)cc1[N+](=O)[O-] | 16 | -8 | -7 | 21 | -3 | 1 | -3 | 19 | -1 | 13 | 2
COc1ccc(NC(=O)c2cc(S(=O)(=O)N3CCCCC3)c[nH]2)cc1 | -19 | -6 | 9 | -8 | -2 | -3 | 14 | -5 | 5 | 10 | 1
Nc1cc(=O)[nH]c(=O)n1CCCc1ccccc1 | 8 | -2 | 9 | 20 | -3 | 12 | 26 | 24 | 0 | -4 | -19
O=C(O)[C@H](Cc1ccccc1)NC(=O)N1CCOCC1 | -2 | -6 | 0 | 2 | -7 | -8 | -40 | 18 | 1 | 7 | -4
Cc1ccccc1NC(=O)C1CCCN(C(=O)NCc2ccccc2)C1 (stereo not drawn) | -8 | -4 | -3 | 10 | -5 | -8 | -10 | 1 | 2 | -4 | 9
CCN(CC)CC(=O)Nc1scc2c1c(=O)oc1ccccc12 | -50 | -5 | -5 | -163 | 0 | -4 | -129 | -206 | 2 | 9 | -82
COc1ccc(C(CCN2CCCC2)c2c(OC)cc(OC)c3c(-c4ccccc4)cc(=O)oc23)cc1 (stereo not drawn) | 6 | -6 | 14 | 8 | -1 | 11 | -2 | 1 | -4 | 2 | 67*
Cc1nn(C)c(Cl)c1C(=O)NC(C(=O)O)c1ccccc1 (stereo not drawn) | 1 | -5 | -8 | 18 | 18 | -8 | 68 | 10 | -1 | 12 | 11
COc1ccc(NC(=O)C2CC(=O)N(c3ccccc3F)C2)cc1S(=O)(=O)N1CCCCC1 (stereo not drawn) | -3 | -11 | 11 | 3 | x | 0 | 17 | 10 | x | 3 | x
O=C1CCC(=O)N1c1ccc(S(=O)(=O)Nc2cccc(Br)c2)cc1 | 8 | -3 | 3 | 2 | 11 | 1 | 1 | 9 | -2 | -5 | 0
COc1cccc(CN(C(=O)c2cccs2)C2CCS(=O)(=O)C2)c1 (stereo not drawn) | 6 | -2 | -13 | -8 | -5 | -5 | 5 | 6 | 0 | -8 | -14
O=C(/C=C/c1ccco1)NC1=NCCS1 | -106 | -3 | -8 | -146 | -11 | 9 | -107 | -106 | 2 | -7 | -62
CCOC(=O)Nc1cccc(Nc2ccccc2)c1 | -13 | -4 | 7 | -59 | 2 | 6 | 7 | -58 | 1 | -2 | -1
COc1ccc(N(CC(=O)N2CCOCC2)S(=O)(=O)c2ccccc2)cc1Cl | 23 | -5 | 17 | 15 | -11 | 1 | -2 | 10 | 4 | -35 | 0
COc1ccc([C@H]2CC(=O)C=C(c3cccc(Br)c3)C2)cc1OC | -10 | -10 | -32 | 19 | -9 | -1 | 16 | 7 | x | 35 | -2

Entries shown so far with fluorine, in the order listed:
SMILES | NR2E3 ag-1 | CaV13 FRET inh | KKLEB cytotox | Peg3 prom inh | Vif inh | PDI inh | Shn3 inh set2 | HIF-2a inh | NR2E3 ag-2 | CF NFkB inh | TRPM1 prom inh
N#CCCN(Cc1cccnc1)C(=S)Nc1ccc(OC(F)F)cc1 | -6 | 0 | 4 | 7 | -4 | 12 | -11 | 15 | 1 | 0 | 7
O=C(Cn1c(C(F)(F)F)nc2ccccc21)N/N=C/c1ccco1 | -9 | -5 | -10 | 18 | -1 | 2 | 0 | 18 | 1 | 18 | -13
COc1ccc(CCNC(=O)Cn2c(=O)n(-c3ccc(C)c(F)c3)c(=O)c3sccc32)cc1OC | 0 | -5 | -8 | 22 | x | -2 | -39 | -12 | 0 | 2 | 11
C=CCC[C@@H](Cc1ccc(F)cc1)C(=O)OCCNC(=O)[C@@H](CC=C)CC(=O)N[C@@H](CO)Cc1ccccc1 | -6 | -6 | 19 | -2 | -8 | 6 | -13 | -3 | x | -17 | -2
Cc1cc2nn(-c3ccc(F)cc3)nc2cc1N | -129 | -20 | 1 | -241 | 3 | 6 | -31 | -106 | 0 | -4 | -16
COc1ccc(NC(=O)C2CC(=O)N(c3ccccc3F)C2)cc1S(=O)(=O)N1CCCCC1 (stereo not drawn) | -3 | -11 | 11 | 3 | x | 0 | 17 | 10 | x | 3 | x
